# Screening data as filed in PubChem BioAssay.
# NOD2 inhibition: NOD2 signaling inhibitors, cell-based, luminescence, uHTS, HEK293 (AID 1566); HEK293 NOD2/NF-kB luciferase reporter, luminescence; higher % means a stronger effect; one-dose inhibition, % at 4 µM; EC50 in µM for titrated hits; 0.63% of 290,000 active; also: many of its hits are not listed in these tables
# GPR55 activation: selective activators of receptor GPR55 – imaging, U2OS cells, beta-arrestin-GFP redistribution, primary screen (AID 1961). 0.048% of 290,000 active. U2OS GPR55 beta-arrestin-GFP redistribution imaging; higher % means a stronger effect. activation, % at 10 µM, or EC50 in µM where a hit was titrated;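 active = activation above 40% with more than 50 cells counted in the well; inconclusive = wells holding fewer than 50 cells, flagged as toxic or sparse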;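 also: U2OS osteosarcoma cells stably expressing GPR55 and beta-arrestin-GFP; plate controls were DMSO negative control for no effect and LPI positive control for full effect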
# Myeloid diff 2: promotes myeloid progenitor differentiation; 1% of 360,000 active; ER-HoxA9 myeloid progenitors, lysozyme-GFP differentiation, flow cytometry; AID 624256; calls only at 10 µM;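 active = normalized GFP-positive differentiation at or above the plate's own cutoff, the solvent-only control mean plus 3 SD; inconclusive = no clear call, values can overlap the other calls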;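 also: cells exposed to compound for four days before flow analysis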
# GPR55 antagonists: inhibition of LPI-stimulated GPR55 beta-arrestin translocation – imaging, U2OS, beta-arrestin-GFP, LPI agonist, primary screen (AID 2013); U2OS GPR55 beta-arrestin-GFP translocation imaging, LPI antagonism; higher % means a stronger effect; inhibition, % at 10 µM, or IC50 in µM where a hit was titrated; 0.13% of 290,000 active;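 active = spots per cell inhibited over 60%, with over 100 cells counted and total cytoplasm intensity under 500,000; inconclusive = wells with under 100 cells, flagged as likely toxic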;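 also: U2OS cells stably carrying GPR55 and arrestin-GFP stimulated by 5 µM LPI near EC80; imaged beta-arrestin-GFP aggregate spots per cell after agonist stimulation; plate controls were LPI-stimulated DMSO wells for no effect and DMSO wells without LPI for full effect; some results filed as inactive read as strong as hits; confirmed hits need IC50 under 10 µM and bright autofluorescent wells are also inconclusive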
# KOR beta-arrestin-1: KOR agonists, beta-arrestin recruitment, primary screen, cell-based, luminescence, uHTS (AID 1777). KOR beta-arrestin recruitment, luminescence; higher % means a stronger effect. one-dose activation, % at 10 µM; EC50 in µM for titrated hits. 0.02% of 280,000 active; in the data active = activation above about 50%, passing the limit was not always enough; also: a part of the inactive calls stands beside numbers as strong as those of hits
# GPR35 antagonists: GPR35 antagonists blocking zaprinast-driven arrestin recruitment, primary screen, imaging, U2OS, beta-arrestin-GFP, zaprinast agonist (AID 2058); inhibition, % at 10 µM; hits with a dose series show IC50 in µM; 0.052% of 290,000 active; U2OS GPR35 beta-arrestin-GFP translocation imaging, zaprinast antagonism; higher % means a stronger effect;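 active = inhibition of at least 50% with at least 30 cells and total cytoplasm GFP at most 10,000,000; inconclusive = under 30 cells or total GFP of 10,000,000 plus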
# NOD1 NF-kB reporter: inhibition of NOD1-driven NF-kB reporter – cell-based, luminescence, uHTS, primary screen (AID 1578). 1% of 290,000 active. inhibition, % at 4 µM; hits with a dose series show EC50 in µM. NOD1-driven NF-kB luciferase reporter cells, luminescence; higher % means a stronger effect; in the data active = inhibition mostly above about 36%, no sharp cut-off; inactive = mostly below about 34%;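 also: HEK-293T reporter cells stimulated with the NOD1 agonist gamma-tri-DAP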
# KOR beta-arrestin-2: KOR antagonists, beta-arrestin recruitment, cell-based, luminescence, uHTS (AID 1778) | inhibition, % at 10 µM, or IC50 in µM where a hit was titrated | 0.091% of 290,000 active | KOR beta-arrestin recruitment, luminescence, antagonist mode; higher % means a stronger effect; also: strong numbers were not always called active
# HIV fusion peptide: inhibitors of HIV fusion peptide binding, primary screen, biochemical, uHTS, fluorescence dequenching (AID 1986); cell-free peptide binding, fluorescence dequenching, 30 min; higher % means a stronger effect; one-dose inhibition, % at 20 µM; IC50 in µM for titrated hits; 0.3% of 290,000 active; in the data active = inhibition mostly above about 52%, no sharp cut-off; inactive = mostly below about 76%; also: some results filed as inactive read as strong as hits
# Myeloid diff 2 GFP+ MAC1+ %: second read-out of Myeloid diff 2, no call of its own (marks repeat the call); GFP+ MAC1+ double positive, %; measured here: differentiation confirmed by MAC1 staining
# Active calls of the source: *; i = inactive; u = inconclusive; x = not tested or not shown; [ ] = remark or other dose. Rule as the data show it, unless noted: active = inhibition above about 50%; inactive = the rest.
# Every second line gives: NOD2 inhibition	GPR55 activation	Myeloid diff 2	Myeloid diff 2 GFP+ MAC1+ %	GPR55 antagonists	KOR beta-arrestin-1	GPR35 antagonists	NOD1 NF-kB reporter	KOR beta-arrestin-2	HIV fusion peptide
[1] CC(=O)c1ccccc1NS(=O)(=O)c1c(C)nn(-c2ccccc2)c1C
 : 7%	-0.2%	i	9.0	-4%	-2.4%	0%	0%	35%	-1.5%
[2] Cc1cc2c(cc1C)C(=O)NC(C)(C)C2
 : 18%	0.2%	i	4.4	-5%	3.8%	4%	23%	-11%	0.7%
[3] CCOC(=O)C(=O)c1c(-c2ccc(C)cc2)nc2ccccn12
 : 1%	-0.5%	i	0.6	-1%	2.9%	-10%	-37%	-35%	-0.9%
[4] Cc1cc(Sc2nc(N(C)C)nc(N(C)C)n2)nc(Cl)n1
 : 15%	-0.1%	i	0.8	-2%	-6.9%	19%	-16%	-15%[20 µM]	-0.5%
[5] Cc1ccc(N2C(=O)c3ccccc3C2Nc2ccccc2)nc1 (centres undefined)
 : 6%	-0.1%	i	1.6	-1%	6.0%	6%	-12%	-11%	-0.9%
[6] O=C(CSc1nnc(-c2ccccn2)o1)Nc1ccccc1F
 : -29%	-0.1%	i	0.4	5%	-0.6%	0%	-1%	4%	1.4%
[7] COc1ccc(OC)c(N(CC(=O)N2CCOCC2)S(C)(=O)=O)c1
 : 10%	0.0%	i	1.5	7%	-4.6%	4%	-5%	10%	-1.9%
[8] CCOC(=O)C1=C(CN2CCN(C(=O)c3ccco3)CC2)NC(=O)NC1c1ccc(Cl)cc1 (centres undefined)
 : 14%	-0.2%	i	3.2	7%	-4.8%	-6%	-18%	-16%	0.3%
[9] O=C(NC(C(=O)N/N=C/c1ccccc1)c1n[nH]c(=O)c2ccccc12)c1ccccc1 (centres undefined)
 : -4%	0.2%	i	0.7	-1%	0.4%	10%	5%	-26%	-1.9%
[10] CC(C)[C@H](NC(=O)NCc1ccco1)C(=O)O
 : 13%	-0.2%	i	0.8	3%	-4.9%	-8%	0%	26%	-1.6%
[11] CCN1CCCC1CNCc1cc(OC)c(OC)c(OC)c1 (centres undefined)
 : -5%	-0.1%	i	3.7	11%	-0.2%	-5%	-14%	-10%	0.0%
[12] C=CCn1c(CNc2ccccc2)nnc1SCC(=O)N/N=C/c1ccccc1O
 : -12%	-0.1%	i	0.7	-4%	3.4%	-16%	2%	-18%	-2.0%
[13] O=[N+]([O-])c1cc(S(=O)(=O)C(F)(F)F)ccc1Sc1nc2ccccc2s1
 : -24%	0.3%	u	x	24%	8.7%	13%	7%	3%	-0.9%
[14] O=C(CSc1ncn[nH]1)N(C1CCCCC1)C1CCCCC1
 : -3%	0.1%	i	2.1	0%	7.8%	-6%	30%	-18%	1.2%
[15] Cc1cc(=O)oc2cc(Oc3ncccc3[N+](=O)[O-])ccc12
 : -2%	0.6%	i	0.7	-14%	-3.1%	0%	-20%	13%	-2.3%
[16] O=C(O)CCc1nc(-c2ccccc2Cl)no1
 : -2%	-0.3%	x	x	-11%	5.7%	27%	15%	-56%	-0.1%
[17] O=S1(=O)C[C@@H](O)[C@@H](Nc2ccccc2)C1
 : 9%	0.3%	i	0.7	5%	4.1%	0%	-2%	15%	2.0%
[18] C=CCOc1ccc(/C=C2\SC(=S)N(N3CCOCC3)C2=O)cc1
 : 9%	0.0%	i	0.3	12%	-2.5%	-1%	-1%	-24%	3.6%
[19] O=C1Nc2cccnc2Sc2ccccc21
 : -7%	0.0%	i	1.4	14%	-2.6%	12%	-2%	0%	-1.4%
[20] COc1cccc(OC)c1C(=O)N1CCN(S(=O)(=O)c2ccccc2)CC1
 : 3%	-0.1%	i	0.5	0%	-1.3%	0%	-26%	17%	-2.9%
[21] COc1cccc(-n2sc3c(c2=S)-c2cc(OC)ccc2NC3(C)C)c1
 : -20%	0.4%	i	0.3	18%	1.0%	3%	-2%	-16%	1.6%
[22] Cc1csc(NC(=O)CSc2nc3sc(C)c(C)c3c(=O)[nH]2)n1
 : 7%	-0.1%	i	0.6	-10%	3.6%	-7%	-22%	-2%	2.0%
[23] Cc1ccc([N+](=O)[O-])cc1NC(=O)c1cccnc1
 : 14%	-0.1%	i	1.0	-1%	-3.5%	4%	-34%	8%	1.9%
[24] CCCn1c(O)c2ccc(C(=O)N=NC(=O)c3cccnc3)cc2c1O
 : -9%	-2.3%	i	0.6	23%	3.5%	6%	2%	7%	-2.1%
[25] COc1ccc(NC(=O)c2cc(-c3cccc(OC)c3)on2)cc1
 : -5%	-0.4%	i	0.3	10%	7.9%	-10%	-8%	-27%	-0.8%
[26] C=CCOc1ccccc1CNCCNC(=O)c1nonc1N
 : 24%	0.1%	i	0.3	-3%	x	10%	-3%	1%[20 µM]	0.6%
[27] COCC1CCN(C(=O)c2ccc(OC)c(OC3CCN(C(C)C)CC3)c2)CC1
 : -2%	0.2%	i	0.8	-3%	0.8%	-14%	-23%	20%	0.3%
[28] CNC(=S)NNC(=O)Cc1ccccc1
 : 7%	-0.4%	i	1.2	5%	-3.6%	-1%	-20%	2%	-1.1%
[29] O=C1OCc2ccc(NC(=O)c3c(F)cccc3Cl)cc21
 : 0%	-0.1%	x	x	8%	-4.6%	-19%	-28%	-5%	-0.9%
[30] COc1ccc2nc(C)cc(SCC(=O)N/N=C/c3ccc(O)cc3O)c2c1
 : -15%	0.3%	i	1.0	5%	1.4%	8%	-31%	20%	3.1%
[31] Cc1ccc(NC(=O)COC(=O)/C(=C/c2cccs2)c2cccs2)cc1S(=O)(=O)N(C)C
 : 1%	-0.3%	i	0.3	7%	8.4%	-6%	32%	-15%	3.6%
[32] CCOC(CNC(=O)CN1C(=O)COc2ccc(S(=O)(=O)N3CC(C)CC(C)C3)cc21)OCC (centres undefined)
 : -7%	-0.3%	i	2.7	-4%	-4.7%	4%	-15%	14%[20 µM]	0.6%
[33] COc1ccc(/C=N/N2CCN(c3ccncc3S(=O)(=O)N3CCCCC3)CC2)cc1
 : -1%	-0.2%	i	0.7	1%	-6.5%	9%	18%	-41%	-1.9%
[34] CCOc1cc(-c2cc(N)n[nH]2)cc(OCC)c1OCC
 : 9%	-0.1%	i	1.2	3%	-2.5%	6%	-32%	25%	-1.0%
[35] CCOC(=O)C1(Cc2ccccc2)CCN(Cc2ccon2)CC1
 : -29%	-0.1%	i	0.2	4%	x	12%	3%	-20%[20 µM]	-0.7%
[36] Cc1nn(Cc2cccc(C(=O)NC3CCCCC3)c2)c(C)c1Cl
 : -31%	0.3%	i	1.2	3%	6.6%	-1%	12%	-9%	-1.5%
[37] Brc1ccc(-c2ncc3ccccn23)cc1
 : -34%	-0.1%	i	1.1	3%	2.2%	3%	0%	29%	1.3%
[38] COc1ccccc1C(=O)N/C(=C\c1ccccc1)C(=O)NC(C)C(=O)O (centres undefined)
 : -5%	-0.1%	i	0.4	6%	x	-6%	-24%	6%[20 µM]	0.0%
[39] COc1cccc(C(=O)NCc2n[nH]c(=S)n2-c2cccc(C)c2)c1
 : 12%	0.0%	i	2.0	5%	-3.8%	-10%	-2%	12%	-0.3%
[40] Cc1ccc(-c2nn(C(C)(C)C)c3ncnc(NS(=O)(=O)c4ccc([N+](=O)[O-])cc4)c23)cc1
 : -7%	0.6%	i	0.0	20%	8.6%	-16%	4%	-6%	-0.6%
[41] C/C=C/c1ccc(OCCN2C(=O)NC(C)(C)C2=O)c(OC)c1
 : 11%	-0.1%	i	8.0	-9%	9.6%	-6%	3%	-69%	-3.4%
[42] NC(=O)c1cc(-c2ccccc2)nc(Oc2ccccc2)n1
 : -8%	0.2%	i	0.7	9%	4.5%	7%	-13%	8%	0.8%
[43] O=C(NN=C(Cc1ccccc1)Cc1ccccc1)c1ccncc1
 : -6%	-0.1%	i	0.7	0%	x	-7%	-4%	8%	-3.0%
[44] CCN(CC)S(=O)(=O)c1ccc(Cl)c(C(=O)Nc2cc(C)nn2-c2ccccc2)c1
 : 14%	-0.2%	i	0.4	-1%	0.3%	11%	39%	x	0.5%
[45] CCOc1ccc(OCCSc2nnnn2C2CCCCC2)cc1
 : 9%	0.3%	i	0.5	-3%	-0.1%	8%	-23%	-6%	1.4%
[46] c1ccc(COc2cccc(CNn3cnnc3)c2)cc1
 : -4%	0.0%	i	1.1	-4%	-1.7%	6%	-17%	40%	1.0%
[47] CCc1nnc(NS(=O)(=O)c2ccc(NC(=S)NC(=O)c3ccccc3)cc2)s1
 : -14%	0.8%	i	0.1	14%	-2.0%	-7%	-14%	24%	9.6%
[48] CCC(C)(C)NC(=O)/C=C/c1cc(OC)c(OC)c(S(=O)(=O)N2CCc3ccccc32)c1
 : -11%	-0.3%	i	0.9	-11%	-0.4%	-5%	-22%	10%	0.7%
[49] COc1ccccc1N1CCN(C(=O)c2ccc(S(=O)(=O)N3CCCCC3)cc2)CC1
 : 12%	0.2%	i	0.7	0%	-2.0%	-6%	-17%	7%	2.7%
[50] Cc1ccc([N+](=O)[O-])cc1NC(=O)CN1CCC(C)CC1
 : 4%	0.2%	i	0.0	-18%	8.1%	0%	x	-63%	1.2%
[51] C=CCOC(=O)C1=C[C@@H](c2csc3ccccc23)C[C@@H](OCc2ccc(CO)cc2)O1
 : 0%	-0.2%	i	1.7	-10%	33%	1%	8%	-4%	4.3%
[52] O=C(Nc1nnc(SCC(=O)N2CCOCC2)s1)C1CC(=O)N(c2ccc(F)cc2)C1 (centres undefined)
 : 0%	-0.2%	i	1.3	27%	-1.2%	3%	-29%	15%	15%
[53] CC/C(Cc1ccccc1)=N/NC(=O)c1cccc(Br)c1
 : -4%	-0.1%	i	0.7	8%	-0.1%	-5%	-19%	-7%	-1.9%
[54] Cc1ccc(S(=O)(=O)N2C(=O)[C@@H]3Cc4ccccc4CN3C2=O)cc1
 : 6%	-0.1%	i	0.4	1%	-1.1%	-6%	-2%	15%	4.3%
[55] COc1cccc(C2C(C(C)=O)=C(O)C(=O)N2CCc2c[nH]c3ccccc23)c1 (centres undefined)
 : -14%	0.3%	i	0.9	10%	-2.4%	3%	-8%	12%	2.8%
[56] C/C(=C/c1ccccc1)C(=O)N1CCN(c2ccccc2F)CC1
 : -1%	-0.1%	i	0.7	-4%	-0.3%	8%	-26%	-28%[20 µM]	0.2%
[57] O=C(Nc1ccc(F)cc1)c1ccc(CSc2ccccc2)o1
 : -24%	0.1%	i	0.0	-7%	-4.1%	9%	-47%	17%	-1.3%
[58] CCc1nnc(NC(=O)CSc2nnc3ncccn23)s1
 : 14%	-0.2%	i	0.6	0%	-2.9%	12%	-26%	30%	-2.4%
[59] CC1CN(S(=O)(=O)c2cccc(C(F)(F)F)c2)C(C)N1C(=O)N1CCOCC1 (centres undefined)
 : 3%	-0.2%	i	6.4	9%	-4.5%	12%	-22%	0%	-0.2%

# Only part of the results is shown (hit frequency here may not be typical).
